Screening results deposited in PubChem by National Center for Advancing Translational Sciences (NCATS).
Rab9 promoter act: activators of Rab9 promoter. Huh7 Rab9 promoter-luciferase reporter, luminescence, 24 h. 320,000 compounds, 2.8% hits. Potency, µM (titrated, usually from 9.22 µM), without a hit: at the highest dose activation, negative = inhibition, actives largely listed as activators; also: potency is read from the fitted curve at half-maximal effect; % of control where 0% means no effect; nearly all actives have a fitted effect of over 60% in size
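Luminescence read-out: Huh7 cells stably expressing Rab9-luciferase, treated 24 h with compound at 37 °C, then lysed with luciferase reagent for 10 min at ambient before reading.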
BRCA1 expr up: activators of BRCA1 expression; MCF7-BRCA1-FFLuc reporter, luminescence, 48 h; response scale: scaled: vehicle 0%, 10 µM genistein 100%; Potency, µM (doses to about 46.1 µM), without a hit: at the highest dose activation, hits mostly activators; 380,000 compounds, 1.1% hits; AID 624202; also: potency is read from the fitted curve at half-maximal effect; nearly all actives have a fitted effect of over 80% in size; some results filed as inactive show a strong effect at the top dose
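MCF7-BRCA1-FFLuc, 2000 cells/well; 2 h attach, 37 °C/5% CO2; compound 48 h; luciferase substrate 15 min; luminescence end-point. Norm. to genistein 10 microM max activation and DMSO; concentration-response curves fitted.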
Gal4-VP16 FLuc: counter-screen for ROR gamma inhibitors: Gal4-VP16 reporter. Drosophila S2 Gal4-VP16 UAS-luciferase, luminescence, 20 h. Potency, µM (titrated, usually from 53.6 µM), inactives show at the top dose activity, negative = inhibition, most hits filed as inhibitors. 310,000 compounds, 3.5% hits. AID 2546;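 also: Gal4-VP16 expression switched on by copper sulfate through the metallothionein promoter; potency is read from the fitted curve at half-maximal effect; % is scaled to controls: 0 for no effect and ±100 for the full control effect; nearly all actives have a fitted effect of over 50% in size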
Giardia killer: kills Giardia lamblia; activity change, % at 7.66 µM, hits read low; Giardia lamblia trophozoite viability; 340,000 compounds, 0.15% hits; AID 540267; in the data active = activity change below about -80%; inconclusive = between about -30% and that limit;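 also: parasites exposed to compound for two days anaerobically before the ATP read; % is scaled to controls: 0 for no effect and ±100 for the full control effect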
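Compounds were tested on trophozoites seeded at 100 cells/well and held 48 hrs at 37 deg C anaerobically. An ATP-based luminescent kit measured the remaining live cells.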
Menin MLL FP TR: displaces Texas Red mutant MLL peptide from human menin | O00255 | Menin + Texas Red MLL mutant peptide, fluorescence polarization | Potency, µM (titrated, usually from 61.6 µM), without a hit: top-dose FP activity change, negative = inhibition, usual class: inhibitors | 270,000 compounds, 0.23% hits | AID 1768; active = well fitted inhibition curve with a large enough effect in the polarisation, with a control signal flat, not every such curve was filed as active; inconclusive = small, poorly fitted or top-dose-only effect, or effect the other way, or a change in a side signal; inactive = no such curve, though single readings can be large or run the other way; the % refers to the polarisation; also: potency is read from the fitted curve at half-maximal effect; % of control where 0% means no effect; many of its hits are not listed in these tables
NPC1 promoter act: activators of NPC1 promoter. Huh7 NPC1 promoter luciferase reporter, 24 h. Potency, µM (top dose mostly 9.22 µM), inactives show at the highest dose activation, usual class: activators. 320,000 compounds, 2.4% hits. AID 485313;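 also: potency is read from the fitted curve at half-maximal effect; % of control where 0% means no effect; nearly all actives have a fitted effect of over 60% in size; reporter is driven by a mutant NPC1 promoter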
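Stably transfected Huh7 (NPC1 promoter→luciferase), 1500 cells/well in Opti-MEM + 10% FBS, 2 h settle, then compound 24 h at 37 °C. Luminescence after 10 min with Amplite reagent.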
ELG1 genotox: inducers of genotoxicity in HEK293T ELG1-luciferase cells | HEK293T ELG1-luciferase reporter, luminescence, 16 h | Potency, µM (series often up to 46 µM), for inactives: at the top dose activity change, positive = activation, usual class: activators | 330,000 compounds, 1.3% hits; also: potency is read from the fitted curve at half-maximal effect; % of control where 0% means no effect; nearly all actives have a fitted effect of over 60% in size
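Genotoxic stress is detected as increased luminescence from luciferase-tagged ELG1 in HEK293T cells, measured with ONE-Glo after a 16 hr treatment at 37 °C.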
FLuc counter: firefly luciferase modulation, counter-screen for miR-21 project; purified FLuc, Km substrates, luminescence inhibition; P08659; Potency, µM (highest dose often 57.5 µM), without a hit: at the top dose activity change, negative = inhibition, usual class: inhibitors; 360,000 compounds, 6.9% hits;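 also: potency is read from the fitted curve at half-maximal effect; plate controls were vehicle for no effect and reference inhibitor for full effect; nearly all actives have a fitted effect of over 55% in size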
Target sequence (P08659 whole entry, looked up): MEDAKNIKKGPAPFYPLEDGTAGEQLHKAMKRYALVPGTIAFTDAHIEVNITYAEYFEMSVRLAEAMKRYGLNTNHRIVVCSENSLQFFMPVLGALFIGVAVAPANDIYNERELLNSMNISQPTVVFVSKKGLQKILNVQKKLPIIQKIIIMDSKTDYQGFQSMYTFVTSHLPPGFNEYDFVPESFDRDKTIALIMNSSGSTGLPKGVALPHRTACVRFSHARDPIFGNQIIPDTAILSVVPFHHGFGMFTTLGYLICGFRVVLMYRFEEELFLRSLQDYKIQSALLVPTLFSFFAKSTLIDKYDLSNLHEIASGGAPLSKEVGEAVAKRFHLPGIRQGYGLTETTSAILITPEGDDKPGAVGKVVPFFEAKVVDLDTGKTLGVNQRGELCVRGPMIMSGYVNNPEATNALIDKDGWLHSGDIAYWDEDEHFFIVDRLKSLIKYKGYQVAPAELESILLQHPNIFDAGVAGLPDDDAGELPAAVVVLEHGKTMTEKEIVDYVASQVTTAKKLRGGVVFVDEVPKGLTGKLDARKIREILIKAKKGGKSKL
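Purified P. pyralis luciferase, 10 nM final, with Km-level 10 uM D-luciferin and 10 uM ATP in 50 mM Tris acetate pH 7.5, 10 mM Mg acetate, 0.01% Tween-20, 0.05% BSA; 6-point qHTS titration about 60 µM downward; luminescence read.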
p53 reactivation: restores transcriptional activity of mutant p53. H1299 p53-A138V BP100-luciferase reporter, luminescence, 24 h. 320,000 compounds, 0.063% hits. Potency, µM (titrated, usually from 92.2 µM), for inactives: at the top dose activity change, positive = activation, hits mostly activators; also: potency is read from the fitted curve at half-maximal effect; % of control where 0% means no effect; nearly all actives have a fitted effect of over 45% in size
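p53-null H1299 cells stably carrying temperature-sensitive p53-A138V and a BP100-luciferase reporter were pinned with compounds (4-point, 1:5 series) and held 24 hrs at 37 deg C. Luminescence was read 10 min after detection reagent.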
PKM2 activator: increases activity of human pyruvate kinase M2; purified PKM2, Kinase-Glo ATP luminescence, activation; response scale: 0% is enzyme alone, no compound; Potency, µM (highest dose often 57.5 µM), inactives show at the top dose activation, hits mostly activators; 260,000 compounds, 0.34% hits; AID 1631; also: potency is read from the fitted curve at half-maximal effect; % is scaled to controls: 0 for no effect and ±100 for the full control effect; nearly all actives have a fitted effect of over 55% in size
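Kinase-Glo luminescence reports ATP generated from ADP (0.1 mM) and PEP (0.5 mM) by purified hPK-M2 after 1 h at room temperature, pH 7.2 imidazole buffer; intermediate enzyme activity allows detecting inhibitors and activators.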
RORgamma inh: inhibitors of mouse ROR gamma transcriptional activity; 310,000 compounds, 5.4% hits; AID 2551; Potency, µM (doses to about 53.6 µM), without a hit: at the highest dose activity change, negative = inhibition, actives largely listed as inhibitors; P51450; Drosophila S2 Gal4-RORgamma UAS-luciferase reporter, 20 h; also: potency is read from the fitted curve at half-maximal effect; % is scaled to controls: 0 for no effect and ±100 for the full control effect; nearly all actives have a fitted effect of over 60% in size
Target sequence (P51450 whole entry, looked up, the tested form may be a part): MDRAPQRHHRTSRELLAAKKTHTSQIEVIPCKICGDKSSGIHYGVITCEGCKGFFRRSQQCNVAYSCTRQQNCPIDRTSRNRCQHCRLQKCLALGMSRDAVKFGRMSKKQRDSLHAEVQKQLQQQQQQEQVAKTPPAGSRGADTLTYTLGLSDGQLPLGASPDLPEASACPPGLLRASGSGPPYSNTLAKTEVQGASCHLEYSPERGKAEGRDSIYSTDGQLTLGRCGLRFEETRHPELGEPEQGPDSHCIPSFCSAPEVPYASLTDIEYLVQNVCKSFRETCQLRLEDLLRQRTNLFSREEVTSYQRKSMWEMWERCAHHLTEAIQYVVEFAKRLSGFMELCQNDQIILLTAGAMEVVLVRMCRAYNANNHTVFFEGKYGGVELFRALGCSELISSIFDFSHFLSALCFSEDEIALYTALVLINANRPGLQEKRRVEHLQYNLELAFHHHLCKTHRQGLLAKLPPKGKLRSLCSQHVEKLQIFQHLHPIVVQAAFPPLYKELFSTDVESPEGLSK
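Luminescence from a UAS-regulated Photinus luciferase reporter in stably transfected Drosophila Schneider cells is measured; decreased signal marks ROR gamma inhibition. Fusion expression is induced by 700 uM copper sulfate for 20 hr.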
Numbers without * were called inactive; u = inconclusive; x = no result given; [ ] = remark or other dose. Unless noted, calls follow the shape of the dose curve; as a rule, active = well fitted curve in the direction sought with a large enough effect; inconclusive = small, poorly fitted or top-dose-only effect, or another doubt; inactive = no such curve, though single readings can be large; an effect the other way counts as inactive or inconclusive. The list is partial (hit frequency here may not be typical).

SMILES	Rab9 promoter act	BRCA1 expr up	Gal4-VP16 FLuc	Giardia killer	Menin MLL FP TR	NPC1 promoter act	ELG1 genotox	FLuc counter	p53 reactivation	PKM2 activator	RORgamma inh
COc1ccc(NC(=O)C2=C(C)C(=O)OC23CCC(C)CC3)c(OC)c1 (centres undefined)	-7%	-7%	3%	2	-6%	-4%	-9%	1%	0%	-1%	5%
CC(=O)N1N=C(c2ccc(Cl)cc2)CC1c1ccc([N+](=O)[O-])cc1 (centres undefined)	3%	2%	3%	-5	2%	-5%	-1%	-1%	29%	0%	-17%
CNC(=O)c1cc2c(=O)n3cc(C)ccc3nc2n(Cc2ccco2)c1=N	-8%	x	u	x	5%	-1%	0%	2%	16%	-1%	11µM*
Cc1cc2n(n1)C(c1ccc(O)cc1)Nc1ccccc1-2 (centres undefined)	10%	-1%	4%	18	-1%	0%	0%	-2%	1%	2%	6%
CC/C(O)=N\S(=O)(=O)c1ccc(N=NN(C)C)cc1	-1%	-11%	4%	3	2%	-7%	5%	3%	-15%	9%	-22%
O=C1N=c2ccc(Br)cc2=C1c1sc(=S)n(NS(=O)(=O)c2ccccc2)c1O	2%	-58%	-13%	-6	7%	-6%	-8%	u	7%	-20%	-35%
COc1cc2[nH]c(=O)n(CCCCCC(=O)N3CCN(c4ccccc4)CC3)c(=O)c2cc1OC	-2%	-29%	x	-7	-7%	-4%	-34%[inhibitor]	4%	-16%	22%	32%[0.365 µM]
O=C1N/C(=C/c2ccc(Br)s2)C(=O)N1c1ccccc1	26%	52%	11%	-8	u	14%	u	-5%	0%	6%	9%
Cc1nc(Cl)c(C(=O)NC(=O)Nc2cccc(C(F)(F)F)c2)c(C)c1[N+](=O)[O-]	0%	-67%	-7%	-9	4%	2%	1%	-3%	-1%	-17%	u
c1ccc(-c2cc(NCCN3CCCCC3)c3ccccc3n2)cc1	-14%	-51%	-16%	-11	-22%	-7%	8%	-2%	12%	x	-14%
O=C(O)c1cc2nccc(-c3ccc(F)cc3)n2n1	-4%	0%	-11%	18	7%	-8%	1%	-4%	15%	1%	7%
COc1ccc(CCNC(=O)CCC(=O)N2CCN(S(=O)(=O)c3ccc(Cl)cc3)CC2)cc1OC	-1%	-5%	3%	14	-2%	-3%	-6%	2%	-1%	2%	18%
COc1ccc(Cc2nc(-c3ccccn3)no2)cc1OC	25%	68%	-24%	-5	0%	7%	u	-18%	6%	13%	-7%
O=C(NC1CCCC1)c1cc(COc2ccc3ncccc3c2)on1	-41%[inhibitor]	-21%	5µM*	-2	x	-28%	-2%	u	2%	0%	u
O=P(O)(CN1CCCCCC1)CN1CCCCCC1	-5%	x	x	x	-1%	0%	-2%	3%	16%	0%	-10%[0.365 µM]
Cc1cc(C)c(C)c(S(=O)(=O)N[C@@H](C)C(=O)OCC(N)=O)c1C	-6%	0%	-7%	-12	-4%	-2%	0%	-2%	-1%	2%	-20%
CC12CC(c3ccccc3O1)C(C(=O)N1CCOCC1)C(=O)N2 (centres undefined)	0%	6%	-3%	-6	2%	-1%	1%	4%	-6%	-13%	4%
COc1ccc(C(=O)NCCCn2ccnc2)cc1[N+](=O)[O-]	4%	-13%	-8%	-12	x	1%	0%	-1%	1%	5%	-2%
Cc1[nH]c(C)c(S(=O)(=O)N2CCCCC2C)c1C(=O)N1CCCC1 (centres undefined)	-12%	5%	-5%	-8	x	0%	2%	0%	3%	x	-14%
Cc1ccc(CN(c2ccc(C(=O)Nc3ccc4c(c3)OCO4)cc2)S(C)(=O)=O)cc1	-1%	3%	6%	-11	u	-3%	-3%	-16%	1%	-14%	-22%
CC(=O)Nc1ccc(NC(=O)CCCSc2nc3ccccc3s2)cc1	0%	-18%	5µM*	3	-8%	0%	0%	u	21%	4%	7.1µM*
Cc1nc2sc(C(=O)OCC(=O)N3c4ccccc4CC3C)c(C)c2c(=O)[nH]1 (centres undefined)	18%	-14%	4%	-11	0%	-4%	6%	7%	-2%	0%	1%
O=C1c2ccccc2C(=O)N1C/C=C/CN1C(=O)c2ccccc2C1=O	28%	x	x	x	-23%	24%	u	1%	-7%	6%	0%[0.365 µM]
CCOCCCn1c(=S)[nH]c2cc(C(=O)NCCc3ccc(OC)c(OC)c3)ccc2c1=O	-1%	5%	-2%	3	x	0%	u	7%	7%	x	-29%
O=C(/C=C/c1ccc(S(=O)(=O)N2CCOCC2)cc1)NCc1ccccc1F	-2%	-15%	x	-5	x	1%	-3%	3%	-3%	x	x
CC(C)C[C@H](NC(=O)c1nc[nH]c1C(=O)N1CCNCC1)C(=O)OC(C)(C)C	-1%	-5%	x	16	x	-1%	6%	-1%	-3%	x	x
CC(C)c1ccc(NC(=O)N2CCC(c3nc4ccccc4o3)CC2)cc1	4%	-47%	-5%	-5	-15%	-4%	-8%	u	9%	-2%	40%
COC(=O)[C@@H](NC(=O)Nc1ccc(C(C)=O)cc1)C(C)C	-4%	1%	-5%	-9	u	1%	0%	-1%	2%	-6%	-10%
COc1ccc(NC(=O)CS(=O)CC(=O)NCC2OCCc3ccccc32)cc1 (centres undefined)	-5%	-8%	0%	4	-1%	-6%	2%	-3%	-6%	1%	-2%
Cc1nn(-c2ccccc2)c(C)c1/C=N/NC(=O)c1ccccc1NS(=O)(=O)c1cccs1	2%	20%	-12%	-1	u	-1%	2%	11µM*	7%	-3%	-18%
CCOc1ccccc1N1CCN(C(=O)c2c(CC)noc2C)CC1	-3%	-9%	x	10	x	0%	1%	3%	-2%	x	x
O=C(c1ccccc1)N1CCC(=O)N1c1ccccc1	-2%	-7%	3%	-21	3%	4%	0%	5%	-1%	-18%	-11%
CCCCOc1ccc(NC(=O)C2CC=CCC2C(=O)O)cc1 (centres undefined)	1%	6%	9%	2	15%	-3%	1%	2%	6%	5%	17%
COCCNC(=O)CN(C(=O)CCC(=O)Nc1ccccn1)c1ccc(F)c(Cl)c1	3%	x	0%	x	-2%	-3%	2%	2%	-8%	1%	3%
Cc1ccccc1Cn1c(=O)n(Cc2ccco2)c(=O)c2ccccc21	3%	0%	18%	14	u	-1%	11%	-1%	-1%	3%	-4%
CC(=O)N1Cc2ccccc2CC1C(=O)OCC(=O)c1c(N)n(C)c(=O)n(C)c1=O (centres undefined)	-1%	5%	x	9	x	2%	-3%	0%	-4%	x	x
O=C(c1ccc2c(c1)OCO2)N1CCN(S(=O)(=O)c2ccccc2)CC1	8%	-8%	2%	33[activator]	x	7%	-1%	0%	8%	4%	-3%
COc1cccc(N2C(=NC(=O)CCc3ccccc3)SC3CS(=O)(=O)CC32)c1 (centres undefined)	-2%	-24%	-6%	-13	x	0%	4%	0%	4%	x	30%
O=C(CCN1C(=O)c2ccccc2C1=O)NCCCn1ccnc1	-6%	4%	4%	-16	-9%	-8%	6%	1%	0%	5%	9%
Cc1cccc(C(=O)NC(=O)Nc2c(C)cc(C)nc2C)c1	u	4µM*	3%	0	-20%	25%	17%	u	1%	-44%	u
O=c1[nH][nH]c(-c2ccccc2)c1C=Nc1ccc(OC(F)(F)F)cc1	-4%	-17%	-10%	u	9%	0%	-10%	7%	1%	-1%	u
Cc1cc(Cl)c(S(=O)(=O)N2CCCCCC2)cc1OCC(=O)NC1CCCCC1	-34%[inhibitor]	17%[1.84 µM]	-12%	-15	-8%	-26%	-21%	4%	0%	5%	-26%
O=C(c1c(F)cccc1F)N(C1CCCCC1)C1CCCCC1	2%	-17%	-21%	14	-11%	-2%	-5%	7%	x	0%	48%
Cc1c(NC(=O)COc2cccc3c2OC(C)(C)C3)c(=O)n(-c2ccccc2)n1C	-1%	-16%	21%[10 µM]	3	-1%	-2%	-6%	-3%	2%	5%	2%
O=C(c1n[nH]c2ccccc12)N1CCCCC1	-3%	2%	6%	-12	5%	2%	-7%	-1%	2%	-4%	1%
COc1cccc(C(=O)NCCS(=O)(=O)N2CCCC2)c1	3%	-15%	x	-1	x	2%	0%	-1%	3%	x	x
COc1ccccc1CN(C)CC(=O)NC(=O)NC1CCCCC1	-5%	10%	x	-3	x	0%	0%	1%	-2%	x	x
Cc1ccccc1-n1ccnc1SCC(=O)NCc1ccco1	0%	22%	4%	1	1%	0%	-1%	-5%	-2%	-3%	0%
Cc1cc(Cl)ccc1C(=O)C1CCCN(C(=O)c2cnsn2)C1 (centres undefined)	-1%	-5%	-8%	2	-5%	-3%	-5%	-1%	0%	1%	38%
